MBD2 inh: blocks human MBD2 binding to methylated DNA; inhibition, % at 4.4 µM; TR-FRET, MBD2 binding to methylated oligonucleotide; 370,000 tested, 0.31% active; in the data active means inhibition above about 13%
PRMT1 inh: inhibitors of human PRMT1. inhibition, % at 2.79 µM. recombinant PRMT1, activity-based probe fluorescence polarization. 370,000 tested, 1.3% active. AID 652257;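 active means inhibition above about 21% made by adding two undisclosed values, limit read from the data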
Target sequence (Q99873 whole entry, looked up): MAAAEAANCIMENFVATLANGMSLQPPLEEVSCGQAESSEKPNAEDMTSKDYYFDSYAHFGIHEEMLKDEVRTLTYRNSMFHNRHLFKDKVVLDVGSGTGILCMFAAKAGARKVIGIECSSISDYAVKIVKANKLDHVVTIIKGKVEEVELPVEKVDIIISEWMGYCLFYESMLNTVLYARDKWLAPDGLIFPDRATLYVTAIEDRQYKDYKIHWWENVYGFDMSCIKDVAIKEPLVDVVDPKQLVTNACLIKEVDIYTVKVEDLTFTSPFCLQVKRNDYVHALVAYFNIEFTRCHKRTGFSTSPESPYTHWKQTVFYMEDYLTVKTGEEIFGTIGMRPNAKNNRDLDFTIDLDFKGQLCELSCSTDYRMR
HTRA1 inh: inhibitors of human serine peptidase HTRA1. inhibition, % at 5.96 µM. Q92743. 340,000 tested, 0.5% active. recombinant HTRA1, FP-rhodamine activity-based probe, fluorescence polarization. AID 504803; in the data active means inhibition above about 36%;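 further: 0% = enzyme with DMSO and 100% = wells lacking enzyme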
Target sequence (Q92743 whole entry, looked up): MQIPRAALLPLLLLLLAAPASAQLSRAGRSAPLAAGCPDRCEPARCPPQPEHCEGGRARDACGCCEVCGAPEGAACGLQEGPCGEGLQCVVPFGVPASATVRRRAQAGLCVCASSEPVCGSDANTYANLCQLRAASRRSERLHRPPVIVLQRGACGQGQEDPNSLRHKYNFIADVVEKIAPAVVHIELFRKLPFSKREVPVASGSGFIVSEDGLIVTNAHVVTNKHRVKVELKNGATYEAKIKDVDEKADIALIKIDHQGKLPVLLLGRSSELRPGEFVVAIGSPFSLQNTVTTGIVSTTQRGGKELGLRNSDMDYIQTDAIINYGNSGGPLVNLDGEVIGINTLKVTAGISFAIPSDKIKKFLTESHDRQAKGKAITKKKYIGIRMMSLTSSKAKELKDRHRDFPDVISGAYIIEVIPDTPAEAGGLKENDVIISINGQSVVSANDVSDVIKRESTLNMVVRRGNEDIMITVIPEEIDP
TDP2 inh: TDP2 (human) inhibition, absorbance primary screen; O95551; inhibition, % at 12.8 µM; AID 720702; recombinant TDP2, T5PNP hydrolysis, p-nitrophenol absorbance 415 nm; 370,000 tested, 0.34% active;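 active means inhibition above the mean of all tested compounds plus 3 SD, set per campaign, cut at about 25% in these data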;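 further: 0% = DMSO with enzyme and 100% = buffer with substrate but no TDP2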
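System – recombinant human TDP2 · Quantity – TDP2 enzyme at 120 nM final · Doses – single concentration, 12.8 µM nominal, with 1% DMSO · Incubation – 2 h at 37 °C · Measured by – epi absorbance of p-nitrophenol freed from T5PNP by hydrolysis · Read-out – % inhibition relative to enzyme-containing and enzyme-free wells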
rCAG binder: molecules binding r(CAG) RNA repeats | r(CAG) RNA repeat, TO-PRO-1 dye displacement fluorescence | inhibition, % at 3 µM | 370,000 tested, 1.3% active | AID 651821;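 active means inhibition above the plate cutoff, the mean of all test compounds on that plate plus 3 SD, cut at about 35% in these data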;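 further: 0% = DMSO alone and 100% = 100 µM mitoxantrone as full dye displacement; higher means more dye released from RNA so lower well fluorescence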
TCR CD3 inh: blocks the human TCR-CD3 interaction. AID 651800. inhibition, % at 9.4 µM. 360,000 tested, 0.37% active. TAMRA-labeled TCR probe fluorescence, biochemical; in the data active means inhibition above about 19%;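 further: recombinant mutant TCR 2C K166C tagged with TAMRA read by polarization; 0% = receptor in buffer alone and 100% = receptor with positive control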
LEDGF integ inh: blocks HIV-1 LEDGF/p75-dependent DNA integration; TR-FRET IN-LEDGF/p75 DNA integration, Eu/Cy5; inhibition, % at 3.7 µM; 370,000 tested, 0.64% active; AID 743269;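 active means inhibition above the screen-wide mean plus 3 SD, cut at about 13% in these data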;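 further: signal is the Cy5 over europium emission ratio at 671 and 618 nm; 0% = plate median of compound wells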
GC-B act: GC-B (human) receptor activation; HEK293-GC-B cells, CNP EC30, cGMP TR-FRET; 0% at EC30 CNP, 100% saturating CNP; activation, % at 10 µM; 370,000 tested, 0.11% active; AID 1920062;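 active means activation at 10 µM reaching about 35% in either raw or pattern-adjusted values, limit read from the data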
mABHD4 FP: inhibitors of mouse ABHD4; Q8VD66; purified mABHD4, FP-Rh probe fluorescence polarization; inhibition, % at 8.92 µM; 370,000 tested, 0.54% active; AID 720543;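 active means inhibition exceeding the mean over every tested compound plus 3 SD, cut at about 30% in these data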;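 further: 0% = plate median of compound wells and 100% = S159A mutant with DMSO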
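Assay system: wild-type mouse ABHD4 protein; compound: single nominal dose of 8.92 µM, 0.89% DMSO final; schedule: 45 min + 60 min at 25 °C; measured by: FP readout, ex 525 nm / em 598 nm; evaluation: % inhibition of FP-Rh probe binding versus controls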
SIAE inh: human SIAE inhibition, primary screen; SIAE FP-Rh probe binding, fluorescence polarization; inhibition, % at 9.66 µM; Q9HAT2; 370,000 tested, 0.69% active; AID 1053197;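 active means inhibition above a cutoff: mean of compounds within the control limits plus 3 SD of those, cut at about 17% in these data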;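 further: 0% = plate median of compound wells and 100% = probe without SIAE protein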
Starred values were filed as active, the others as inactive; i = inactive; nt = no result given. Only part of the results is shown. The share of hits here may be higher or lower than overall.

#1 Cc1ccccc1C(=O)NC(NCc1ccco1)C(Cl)(Cl)Cl (centres undefined)
#2 Cc1cc(=O)n2c3ccccc3n(C)c2n1
#3 O=C(NCCN1C(=O)CCC1=O)c1ccncc1
#4 CC(=O)OCCn1c2nc(=O)[nH]c(=O)c-2nc2cc(C)c(C)cc21
#5 O=C(CCCC(=O)N1CCCc2ccccc21)N1CCCc2ccccc21
#6 C=CCc1ccc(OCCOc2cccc(/C=N/n3cnnc3)c2)c(OC)c1
#7 Cc1ccc(C)c(N2CCN(C(=O)CCS(=O)(=O)c3ccc4c(c3)NC(=O)C(C)S4)CC2)c1 (centres undefined)
#8 Cc1ccc(OCCC(=O)Nc2ccccc2C(=O)N2CCCCC2)cc1
#9 CCOC(=O)Cc1nnc(NC(=O)C2CCCCC2)s1
#10 NC(=O)c1ccsc1NC(=O)COC(=O)Cc1cccc2ccccc12
screen / no.	1	2	3	4	5	6	7	8	9	10
MBD2 inh	-6	6	0	-15	-1	2	5	-2	0	4
PRMT1 inh	-2	-6	3	159*	-1	-1	1	6	0	4
HTRA1 inh	-1	6	8	12	-3	-27	0	-6	2	-13
TDP2 inh	-5	-1	4	9	3	-2	-4	9	-6	1
rCAG binder	-1	3	5	i	-5	-6	2	-9	4	11
TCR CD3 inh	1	0	-5	37*	-3	1	-4	-10	0	-1
LEDGF integ inh	-1	-3	-1	6	-2	1	-2	-4	1	-2
GC-B act	4	3	4	-12	-3	-6	-13	-1	4	0
mABHD4 FP	3	-2	3	24	5	-11	0	3	-3	-11
SIAE inh	0	-5	-1	20*	-3	-12	1	0	3	-12

#11 CCc1n[nH]c(=S)n1/N=C/c1ccc(N(CC)CC)cc1
#12 O=C(CSc1nc2scc(-c3ccccc3)c2c(=O)[nH]1)N1CCOCC1
#13 COc1cccc(CN2C(=O)c3cccc(N)c3C2=O)c1
#14 O=C(N/N=C/c1ccncc1)c1ccccc1
#15 CN(Cc1c(F)cccc1Cl)C(=O)c1ccc(COc2ccccc2)cc1
#16 COc1ccc(OC)c(S(=O)(=O)N2CCCC(C(=O)NCCN3CCOCC3)C2)c1 (centres undefined)
#17 COc1ccnc(Oc2ccccc2)c1C(=O)N/C=N/OCc1ccccc1F
#18 Cc1ccc(COC(=O)c2cccc(S(=O)(=O)N3CCCCCC3)c2)cc1
#19 CCOC(=O)c1cc2sccc2n1CC(=O)N1CCN(C(=O)c2ccco2)CC1
#20 O=C1C2C3C=CC(C2C(=O)N1c1ccc(O)cc1)C1C2C(=O)N(c4ccc(O)cc4)C(=O)C2C31 (centres undefined)
screen / no.	11	12	13	14	15	16	17	18	19	20
MBD2 inh	-4	2	-4	-3	-4	3	1	8	-2	1
PRMT1 inh	-2	0	3	1	2	2	0	2	0	6
HTRA1 inh	4	3	-6	7	-40	10	-5	-15	6	8
TDP2 inh	-10	20	5	-4	-10	-3	-10	-7	-1	-5
rCAG binder	3	1	-4	1	-4	-5	-8	5	-3	1
TCR CD3 inh	3	2	3	7	-5	-5	1	-10	-1	0
LEDGF integ inh	-1	0	2	0	0	-7	-1	3	-1	-4
GC-B act	-4	-1	5	-1	0	0	14	10	0	1
mABHD4 FP	4	-3	-3	-5	-9	2	-7	-14	2	12
SIAE inh	5	1	-6	0	-2	1	-6	-4	-10	4

#21 O=C(O)C1CCN(C(=O)CSc2nnc(-c3ccccc3)o2)CC1
#22 N#CC1=C(N)Oc2n[nH]c(-c3ccc(F)cc3)c2C1c1cccnc1 (centres undefined)
#23 Cc1cccc(C(=O)NCC(=O)OCC(=O)c2ccc(Cl)s2)c1
#24 NS(=O)(=O)c1cccc(NC(=O)Nc2ccccc2)c1
#25 COc1ccc(Cc2n[nH]c(=S)o2)cc1
#26 CCCOc1ccc(CCC(=O)N/N=C/c2ccc([N+](=O)[O-])o2)cc1
#27 COc1ccccc1CNC(=O)COC(=O)c1ccc(C)c(S(=O)(=O)N2CCOCC2)c1
#28 CCc1ccc(CN2CCCC(CNC(=O)c3cc(OC)cc(OC)c3)C2)cc1 (centres undefined)
#29 O=C(O)CSc1ccc2nnc(-c3cccnc3)n2n1
#30 Cc1nc2ccc(NC(=O)c3ccco3)cc2nc1C
screen / no.	21	22	23	24	25	26	27	28	29	30
MBD2 inh	-4	1	5	6	-6	2	0	0	5	8
PRMT1 inh	-1	0	2	-1	0	2	-2	1	6	3
HTRA1 inh	6	6	-7	-6	-2	2	2	1	6	-1
TDP2 inh	6	4	6	2	9	3	-2	-17	1	2
rCAG binder	3	4	4	1	1	3	-3	-9	3	-1
TCR CD3 inh	5	10	6	4	8	-7	-1	-7	-2	-5
LEDGF integ inh	0	1	0	0	-1	-3	0	4	-4	0
GC-B act	1	0	-1	5	-8	-4	-3	-20	1	3
mABHD4 FP	4	5	-4	-1	0	8	1	-1	-2	3
SIAE inh	-12	-1	-3	1	4	-2	4	-1	4	-2

#31 COC(=O)c1ccc2c(=O)n(CCN3CCOCC3)c(SCC(=O)Nc3ccccc3OC)nc2c1
#32 CCOC(=O)c1c(-c2ccc(C)cc2)csc1NC(=O)c1cc2ccccc2oc1=O
#33 CC(C)CCNC(=O)c1cc2c(s1)-c1ccccc1S(=O)(=O)C2
#34 Cc1ccc(Cn2c(O)c(N=O)c3ccccc32)cc1
#35 Cc1cccc(N2C(=O)C3C4C=CC(C4)C3C2=O)c1 (centres undefined)
#36 Cc1c(Cl)cccc1NC(=S)N1CCN(Cc2ccc3c(c2)OCO3)CC1
#37 O=C(Cn1ncc2c(=O)oc3ccccc3c21)NCC1COc2ccccc2O1 (centres undefined)
#38 N#Cc1ccc(OCC(=O)N2CCN(S(=O)(=O)c3ccc(Cl)s3)CC2)cc1
#39 COc1ccc(OC)c(NC(=O)Nc2cnccn2)c1
#40 COc1ccccc1CC(=O)Nc1ncc(C)s1
screen / no.	31	32	33	34	35	36	37	38	39	40
MBD2 inh	0	2	-3	0	1	5	-1	-3	-2	-2
PRMT1 inh	7	2	-5	0	-2	-4	2	-1	2	1
HTRA1 inh	6	-1	3	-44	6	-1	-6	-2	8	-6
TDP2 inh	-7	-2	0	-9	4	6	-4	-11	7	-8
rCAG binder	1	-1	-4	7	2	0	2	6	-5	-1
TCR CD3 inh	-2	1	8	-2	2	1	2	0	-9	7
LEDGF integ inh	4	-7	1	0	1	-1	1	2	1	-1
GC-B act	21	-3	-4	-1	-2	0	1	-3	-2	3
mABHD4 FP	0	-6	0	-20	1	1	-2	5	3	-1
SIAE inh	3	-2	4	-65	-9	4	1	-5	5	-8

#41 CCC(=O)Nc1nonc1-c1nc2ccccc2n1CC(C)C
#42 CC(C)c1ccccc1NC(=O)COC(=O)c1ccc(Cl)c(S(=O)(=O)N2CCCCCC2)c1
#43 Cc1csc(SCc2nnc(-c3ccc(Cl)cc3)o2)n1
#44 O=C(N/N=C/c1c(Cl)cccc1Cl)c1n[nH]c2c1CCCC2
#45 COc1ccc(C(=O)Nc2ccc(C3(C#N)CCCC3)cc2)cc1OC
#46 CCSc1nc2ccccc2n1CC(=O)N1CCOCC1
#47 CCN(CC)C(=O)c1c2c(nc3ccccc13)-c1ccccc1CC2
#48 NNC(=O)CCS(=O)(=O)c1ccc2ccccc2c1
#49 COc1ccc(-c2ccc(C(=O)NCc3ccc(F)c(F)c3)c3occc23)c(C)c1
#50 CCC(C)NCCOCCOc1ccc(F)cc1 (centres undefined)
screen / no.	41	42	43	44	45	46	47	48	49	50
MBD2 inh	-4	-1	-1	-1	-5	1	-3	0	2	-6
PRMT1 inh	-6	-2	1	0	-1	-2	0	-1	2	-2
HTRA1 inh	-1	0	-1	-5	-22	3	-2	-13	nt	7
TDP2 inh	5	-1	-10	2	-19	4	1	0	13	11
rCAG binder	0	1	0	0	4	0	-4	3	4	2
TCR CD3 inh	5	-3	2	0	-1	5	-9	2	3	0
LEDGF integ inh	2	4	-1	1	2	2	2	-3	0	0
GC-B act	11	4	-2	3	0	2	-1	5	4	3
mABHD4 FP	3	0	2	-6	-12	-5	8	0	-21	2
SIAE inh	-2	-1	1	5	-3	1	8	-1	-11	-1

Some values from the results shown:
#49 in SIAE inh reads -11
#41 in TCR CD3 inh reads 5

Grouped by structure: the compounds so far with a cyano group.
#22 N#CC1=C(N)Oc2n[nH]c(-c3ccc(F)cc3)c2C1c1cccnc1 (centres undefined)
#38 N#Cc1ccc(OCC(=O)N2CCN(S(=O)(=O)c3ccc(Cl)s3)CC2)cc1
#45 COc1ccc(C(=O)Nc2ccc(C3(C#N)CCCC3)cc2)cc1OC
screen / no.	22	38	45
MBD2 inh	1	-3	-5
PRMT1 inh	0	-1	-1
HTRA1 inh	6	-2	-22
TDP2 inh	4	-11	-19
rCAG binder	4	6	4
TCR CD3 inh	10	0	-1
LEDGF integ inh	1	2	2
GC-B act	0	-3	0
mABHD4 FP	5	5	-12
SIAE inh	-1	-5	-3

(list continues)
#51 c1ccn2c(SCc3cn4ccsc4n3)nnc2c1
#52 Cc1nc(C(F)(F)F)ccc1C(=O)N1CCC1(C)C(=O)NS(=O)(=O)c1ccc(F)cc1F (centres undefined)
#53 O=C(O)c1c(NC(=O)N2CCCC2)sc2c1CCCC2
#54 C[C@@H]1CN([C@@H](C)CO)C(=O)CCCn2cc(nn2)CO[C@H]1CN(C)C(=O)OCc1ccccc1
#55 COc1cc2cc(CCOC(=O)c3ccc(C(F)(F)F)cc3)oc(=O)c2cc1OC
#56 CS(=O)(=O)N(Cc1ccc(F)cc1)Cc1nc2ccccc2c(=O)[nH]1
#57 Cc1cc(C)c(C#N)c(Nc2cccc(Br)c2)n1
screen / no.	51	52	53	54	55	56	57
MBD2 inh	2	-1	-3	3	2	4	-3
PRMT1 inh	3	-3	4	-1	2	0	3
HTRA1 inh	-4	nt	-4	-1	-14	2	-12
TDP2 inh	-1	2	-4	11	1	-2	7
rCAG binder	-2	4	4	-1	-1	-5	-1
TCR CD3 inh	-8	0	10	-5	-2	-1	1
LEDGF integ inh	-1	1	-4	1	1	2	-1
GC-B act	2	1	1	0	0	3	-2
mABHD4 FP	-3	0	8	6	-4	5	1
SIAE inh	-2	8	-34	1	-9	1	-5

Rewritten with each value named: entries from further up.
55	COc1cc2cc(CCOC(=O)c3ccc(C(F)(F)F)cc3)oc(=O)c2cc1OC
  MBD2 inh = 2 | PRMT1 inh = 2 | HTRA1 inh = -14 | TDP2 inh = 1 | rCAG binder = -1 | TCR CD3 inh = -2 | LEDGF integ inh = 1 | GC-B act = 0 | mABHD4 FP = -4 | SIAE inh = -9

56	CS(=O)(=O)N(Cc1ccc(F)cc1)Cc1nc2ccccc2c(=O)[nH]1
  MBD2 inh = 4 | PRMT1 inh = 0 | HTRA1 inh = 2 | TDP2 inh = -2 | rCAG binder = -5 | TCR CD3 inh = -1 | LEDGF integ inh = 2 | GC-B act = 3 | mABHD4 FP = 5 | SIAE inh = 1

57	Cc1cc(C)c(C#N)c(Nc2cccc(Br)c2)n1
  MBD2 inh = -3 | PRMT1 inh = 3 | HTRA1 inh = -12 | TDP2 inh = 7 | rCAG binder = -1 | TCR CD3 inh = 1 | LEDGF integ inh = -1 | GC-B act = -2 | mABHD4 FP = 1 | SIAE inh = -5

Screening data from PubChem.
